High-throughput results as filed in PubChem BioAssay.
CSM14.1 death rescue: rescue of cells from ER stress-induced death, primary screen, 384-well, CSM14.1, thapsigargin, ATP luminescence (AID 1222) | CSM14.1 thapsigargin-induced death rescue, ATP luminescence; higher % means a stronger effect | one-dose cellular ATP content (survival), % at 20 µM; EC50 in µM for titrated hits | 190,000 tested, under 10 active;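 active = EC50 below 50 µM in the dose-response confirmation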;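 also: death triggered by thapsigargin at about 15 µM added after 2 h compound pretreatment; cell ATP read after overnight thapsigargin exposure of roughly 18 to 22 hours; normalized against plate controls of thapsigargin alone and 5% DMSO vehicle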
LYP phosphatase: inhibitors of LYP phosphatase, biochemical, fluorescence intensity, uHTS (AID 1779) | recombinant LYP phosphatase, fluorescence intensity; higher % means a stronger effect | inhibition, % at 11.5 µM, or IC50 in µM where a hit was titrated | 290,000 tested, 0.054% active;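 also: plate controls were vehicle with enzyme for no effect and no enzyme for full effect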
M1AAP inhibition: P. falciparum M1AAP inhibitors, biochemical, fluorogenic H-Leu-NHMec substrate, 1536-well (AID 1445); recombinant M1AAP, H-Leu-NHMec fluorogenic kinetic assay; higher % means a stronger effect; inhibition, % at 30 µM, or IC50 in µM where a hit was titrated; 220,000 tested, 0.42% active;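 active = primary inhibition above the hit cutoff, then over 50% inhibition at one or more dose response concentrations, cut at about 23% in these data, passing the limit was not always enough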;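 also: plate controls were DMSO full reaction for no effect and no enzyme background for full effect; strong numbers were not always called active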
Hep lipid drop: hepatic lipid droplet formation modulation | AML12 mouse hepatocytes, oleate lipid droplets, BODIPY imaging | inhibition, % at 6.5 µM | 240,000 tested, 0.4% active | AID 1656;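 active = lipid droplet intensity inhibited by at least 50%, with more than 500 cells counted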
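Test system: AML12 hepatocytes (mouse); reagent: oleate loading, 100 µM; dosing: one dose, 6.5 µM compound; incubation: overnight exposure; signal: fluorescence imaging, 20x objective, two fields per well; read-out basis: % inhibition of corrected integrated BODIPY droplet signal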
NOD2 inhibition: NOD2 signaling inhibitors, cell-based, luminescence, uHTS, HEK293 (AID 1566). HEK293 NOD2/NF-kB luciferase reporter, luminescence; higher % means a stronger effect. inhibition, % at 4 µM; hits with a dose series show EC50 in µM. 290,000 tested, 0.63% active; also: many of its hits are not listed in these tables
XIAP displacement: XIAP antagonists, biochemical, IAP family, fluorescence polarization (AID 1018). 200,000 tested, 0.007% active. XIAP BIR domain, fluorescence polarization peptide displacement; higher % means a stronger effect. one-dose displacement, % at 20 µM; IC50 in µM for titrated hits; in the data active = displacement above about 50%; also: a part of the inactive calls stands beside numbers as strong as those of hits
Siah-1 displacement: Siah-1 peptide-binding antagonists, primary screen, biochemical, fluorescence polarization, rhodamine-plectin, uHTS (AID 1817) | Siah-1 / rhodamine-plectin peptide fluorescence polarization; higher % means a stronger effect | displacement, % at 20 µM; hits with a dose series show IC50 in µM | 290,000 tested, 0.02% active;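 active = displacement of at least 50% at 20 µM, with a fluorescence ratio check between 0.3 and a set limit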;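 also: plate controls were Siah plus tracer with DMSO for no effect and tracer alone without Siah for full effect; strong numbers were not always called active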
AID2073: disruptors of CaV2.2 binding to Mint1 – biochemical, HTRF (AID 2073); one-dose inhibition, % at 20 µM; IC50 in µM for titrated hits; HTRF protein-protein interaction, Mint1-CaV2.2; higher % means a stronger effect; 290,000 tested, 0.19% active; in the data active = inhibition mostly above about 51%, no sharp cut-off; also: some results filed as inactive read as strong as hits
P. falciparum M17LAP: P. falciparum M17LAP inhibitors, primary screen, biochemical, fluorogenic H-Leu-NHMec substrate, 1536-well (AID 1619). recombinant M17LAP, H-Leu-NHMec fluorogenic kinetic assay; higher % means a stronger effect. inhibition, % at 30 µM; hits with a dose series show IC50 in µM. 220,000 tested, 0.38% active;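 active = compound inhibiting the enzyme by more than half at any dose during confirmatory dose-response retesting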;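 also: plate controls were full reaction with DMSO carrier for no effect and no enzyme background for full effect; strong numbers were not always called active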
Hep lipid drop cells 6.5 µM: further read-out of Hep lipid drop, marked with its call; cell count; measured here: cell count, cytotoxicity flag;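 cells counted across two imaged fields per well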
* hit, by the source's call; . = not tested or not shown. Rule as the data show it, unless noted: active = inhibition above about 50%; inactive = the rest.

Results follow in this order: CSM14.1 death rescue	P. falciparum M17LAP	Hep lipid drop cells 6.5 µM	AID2073	Siah-1 displacement	Hep lipid drop	NOD2 inhibition	XIAP displacement	M1AAP inhibition	LYP phosphatase
1	Cc1cc(C)c(OCC(=O)Nc2ccc3c(c2)OCO3)cc1C
  -1.4%	8%	582	29%	-5%	-4	-35%	-0.7%	-2%	-2%
2	COc1ccc(Cl)cc1C(=O)Nc1ccccc1N1CCN(C)CC1
  -1.9%	-14%	716	4%	5%	2	-12%	-0.7%	6%	-8%
3	O=C(Nc1nnc(C2=COCCO2)o1)C1CCCCC1
  -0.5%	1%	692	11%	-2%	5	-6%	-8.1%	2%	-7%
4	CCOC(=O)CSc1nc2c(sc(=S)n2Cc2ccco2)c(=O)n1-c1ccccc1
  1.9%	6%	.	-18%	0%	.	3%	-6.6%	-1%	5%
5	N=C1C(c2nc(-c3ccc(Cl)cc3)cs2)=C(O)CN1CCCN1CCOCC1
  -2.9%	-5%	723	30%	-5%	-4	12%	-0.8%	5%	-18%
6	Cc1ccc(-c2cc(C(F)(F)F)nc(SCC(=O)c3cccc([N+](=O)[O-])c3)n2)cc1
  -1.3%	-1%	.	1%	-2%	.	30%	-9.0%	5%	-3%
7	COc1cc(-c2nnc(-c3ccncc3)o2)ccc1OCc1ccccc1
  -3.4%	-11%	.	9%	1%	.	-26%	-4.7%	1%	1%
8	Cc1ncoc1C(=O)Nc1cccc(Cl)c1C
  1.0%	4%	619	5%	2%	-1	-9%	0.2%	4%	-4%
9	O=S(=O)(/N=C(\Sc1ccc(Cl)cc1)c1ccccc1)c1ccccc1
  -1.8%	1%	.	-14%	2%	.	5%	-3.2%	-3%	-3%
10	Cc1ccc(OCC(=O)Oc2c(C)cccc2C)cc1C
  .	.	779	10%	-4%	-3	8%	.	.	-5%
11	COc1ccc(Oc2nc(-c3ccncc3)nc3ccccc23)cc1
  .	-8%	576	8%	-4%	-12	8%	.	0%	-4%
12	CCc1nnc(NC(=O)c2ccc(Cl)c(S(=O)(=O)N3CCc4ccccc4C3)c2)s1
  -1.6%	-7%	522	12%	5%	0	5.2µM*	-4.5%	-1%	2%
13	Cc1ccc(N=C2C(=S)N(c3ccc(C)cc3)C(=N)N2/N=C/c2ccc(Cl)cc2)cc1
  -0.3%	8%	687	-2%	-3%	-5	15%	-10%	-4%	-7%
14	CC(C)(C)c1ccccc1OCCOCCN1CCCCCC1
  -3.2%	7%	697	-10%	16%	-13	9%	-5.7%	4%	-8%
15	O=C(CN1C(=O)S/C(=C/C=C/c2ccccc2)C1=O)Nc1ccc(C(=O)O)cc1
  -1.0%	25µM*	726	5%	22%	-3	-34%	-7.6%	-4%	0%

Copied from the list:
COc1ccc(Oc2nc(-c3ccncc3)nc3ccccc23)cc1 in Hep lipid drop cells 6.5 µM reads 576
Cc1ccc(N=C2C(=S)N(c3ccc(C)cc3)C(=N)N2/N=C/c2ccc(Cl)cc2)cc1 in M1AAP inhibition reads -4%

(listing goes on)
Results follow in this order: CSM14.1 death rescue	P. falciparum M17LAP	Hep lipid drop cells 6.5 µM	AID2073	Siah-1 displacement	Hep lipid drop	NOD2 inhibition	XIAP displacement	M1AAP inhibition	LYP phosphatase
16	COCCN(Cc1cc2cc3c(cc2nc1Cl)OCO3)C(C)=O
  -0.8%	16%	683	15%	4%	1	-17%	-7.9%	6%	2%
17	O=C(NCc1ccc(F)cc1)C(C(=O)NCc1ccc(F)cc1)c1ncc(C(F)(F)F)cc1Cl
  0.7%	-4%	707	5%	1%	26	-22%	-4.1%	9%	5%
18	C/C=C(/C)C(=O)O[C@@H]1c2c(ccc3ccc(=O)oc23)O[C@@H]1C(C)(C)OC(C)=O
  -5.1%	-7%	750	-1%	7%	8	-1%	-6.3%	3%	0%
19	Cc1ccnn1CCC(=O)O
  .	-7%	731	2%	6%	8	3%	.	0%	-9%
20	CCS(=O)(=O)n1nc(-c2ccc(C)cc2)nc1N
  -2.7%	3%	747	-1%	0%	2	-3%	-5.0%	3%	1%
21	CCOC(=O)c1c(-c2ccccc2)nc2ccc(C)cn12
  -1.5%	1%	.	-3%	-6%	.	-54%	-5.0%	2%	-10%
22	CCCC(=O)Nc1nnc(Cc2ccccc2)s1
  2.2%	2%	.	6%	1%	.	14%	-4.4%	-2%	-5%
23	CCN1CCN(CC(=O)N2N=C(c3ccc(OC)cc3)CC2c2ccc(OC)cc2)C(=O)C1=O (stereo unspecified)
  .	1%	638	-1%	-8%	5	20%	-0.1%	3%	-3%
24	O=C(O)c1ccc(Cl)c(S(=O)(=O)N(Cc2ccccc2)c2ccccc2)c1
  .	.	832	13%	14%	5	-33%	.	.	-3%
25	O=S(=O)(Cc1noc(-c2ccc(Cl)cc2)n1)Cc1ccco1
  .	26%	701	9%	0%	-2	-48%	.	2%	1%
26	Cc1ccc(-c2nnc(SCC#CCOC(=O)c3cccs3)o2)cc1
  -3.7%	0%	757	-9%	4%	2	12%	-8.6%	8%	-6%
27	COCCn1c(C)c(C)c(S(=O)(=O)c2ccccc2)c1N
  .	.	.	0%	12%	.	-8%	.	.	0%
28	Cc1cc(/C=C(/C#N)c2cccc(Cl)c2)c(C)n1C
  0.9%	8%	.	-13%	2%	.	-11%	-2.3%	18%	5%
29	COc1ccc(C(=O)C2CCCN(C(=O)CSC)C2)cc1OC (stereo unspecified)
  .	.	835	9%	0%	5	2%	.	.	-9%
30	Cc1ccc2nc(C(F)C(F)(F)F)[nH]c2c1 (stereo unspecified)
  -1.0%	-6%	681	21%	1%	0	-5%	-0.1%	-5%	-7%
31	O=C(/C=C/c1ccco1)Nc1cccnc1
  -1.6%	6%	666	7%	4%	-4	-29%	-1.8%	3%	5%
32	O=C(NC1CCCC1)C(c1ccc(F)cc1)N(C(=O)Cc1cccs1)c1ccc2c(c1)OCCO2 (stereo unspecified)
  0.7%	-9%	.	17%	-2%	.	2%	-6.9%	2%	1%
33	N#C/C(=C(\O)C(F)(F)F)c1nnc2n1CCCCC2
  9.6%	2%	694	3%	-3%	2	2%	-2.3%	-5%	-4%
34	COc1ccc(N(C(C)C(=O)Nc2ccc(S(=O)(=O)N3CCCCC3)cc2)S(C)(=O)=O)cc1 (stereo unspecified)
  .	.	840	9%	-6%	-3	7%	.	.	3%
35	COc1ccccc1NC(=O)COc1ccc(/C=N/NS(=O)(=O)c2ccc(C)cc2)cc1
  2.6%	2%	.	-3%	2%	.	14%	-3.5%	2%	7%
36	CC1CCCC(NC(=O)C2CCN(S(=O)(=O)c3cccc4nonc34)CC2)C1C (stereo unspecified)
  .	.	804	-5%	-5%	2	7%	.	.	-6%
37	COc1ccc(-n2c(CN3CCC(C(N)=O)CC3)nc3ccc([N+](=O)[O-])cc3c2=O)c(OC)c1
  3.1%	5%	739	9%	-8%	-16	-1%	-8.5%	8%	-5%
38	Cn1c(=O)oc2cc(S(=O)(=O)N3CCC(N4CCCCC4)CC3)ccc21
  -0.6%	-4%	744	7%	-1%	1	-10%	-6.6%	0%	1%
39	CC(C)Cc1nnc(NC(=O)Cc2ccccc2[N+](=O)[O-])s1
  -1.1%	-17%	697	-34%	0%	-6	9%	-6.3%	-7%	0%
40	O=C(NCCc1ccccc1)C1COc2ccccc2O1 (stereo unspecified)
  .	.	.	10%	2%	.	-8%	.	.	-4%
41	CN1CCN(C(=O)c2ccccc2N(Cc2ccccc2)S(C)(=O)=O)CC1
  .	3%	723	-8%	-3%	6	-1%	-2.3%	9%	-1%
42	O=S(=O)(c1ccc2ccccc2c1)n1cnc2ccccc21
  1.6%	6%	.	1%	-1%	.	17%	-6.5%	3%	-2%
43	CN(C)c1nc(N)nc(CSc2nnnn2-c2ccc(F)cc2)n1
  -0.7%	-2%	766	2%	3%	14	10%	-11%	-12%	-7%
44	O=C(CCN1C(=O)C2C3C=CC(C3)C2C1=O)N1CCN(c2cccc(Cl)c2)CC1 (stereo unspecified)
  -1.5%	-10%	.	8%	-2%	.	14%	-5.3%	-6%	-7%
45	COc1ccc(CCC(=O)NNC(=O)Nc2ccc(OC)c(OC)c2)cc1
  .	.	848	1%	-1%	1	6%	.	.	0%
46	COc1ccccc1Nc1nc(N)nc(CSc2nnc(C)s2)n1
  -0.2%	5%	679	2%	4%	-1	8%	-10%	5%	-6%
47	O=C(CN1CCN(C(=S)NC2CCCC2)CC1)Nc1ccc(Oc2ccccc2)cc1
  4.0%	6%	541	-9%	0%	-6	24%	0.8%	5%	-5%
48	COc1ccccc1NC(=O)NC(N)=O
  -2.3%	3%	684	8%	-3%	-1	1%	-4.2%	4%	-1%
49	CC(C)(C)C1CCC(C(=O)Nc2nccs2)CC1 (stereo unspecified)
  .	.	849	3%	-4%	-2	-21%	.	.	-7%
50	CC1CCN(CCC(=O)Nc2nccs2)CC1
  .	-3%	730	-5%	-7%	7	2%	.	1%	-8%
51	Cc1cccc(N2CCN(S(=O)(=O)c3cn(C)cn3)CC2)c1C
  .	.	758	7%	1%	-4	22%	.	.	-10%
52	CN(C1CCCCC1)S(=O)(=O)c1cccc(C(=O)OCC(=O)NC2CCCc3ccccc32)c1 (stereo unspecified)
  -1.2%	-9%	620	-6%	8%	-1	0%	-7.3%	-1%	8%
53	Cc1cc(C(=O)Nc2ccc(S(=O)(=O)Nc3onc(C)c3C)cc2)c(C)o1
  1.2%	-22%	768	10%	0%	11	-2%	4.6%	3%	0%
54	O=C(NC1=NCCS1)c1cccc2ccccc12
  -1.2%	4%	726	0%	0%	7	-9%	-5.5%	12%	-7%
55	Cc1ccccc1C(=O)N1CCN(c2ncccn2)CC1
  .	.	850	10%	4%	16	5%	.	.	-5%
56	Cc1onc(-c2ccccc2Cl)c1C(=O)Nc1ccc(-c2cn3cccnc3n2)cc1
  -2.2%	-56%	.	33%	-1%	.	1%	-0.4%	3%	-18%
57	CC(=O)c1c(NC(=O)C(C)C)nc(C)nc1-c1ccccc1
  -1.5%	-8%	801	-1%	8%	21	14%	-7.3%	-1%	-5%
58	CCC(C)(C)NC(=O)C(c1ccc(OC)cc1)N(C(=O)CCC(=O)Nc1cc(C)on1)c1ccccc1F (stereo unspecified)
  .	.	798	40%	4%	-4	-1%	.	.	2%
59	CCn1cc(C(=O)NCc2cccc(F)c2)c(=O)c2cc(F)c(N3CCN(C(=O)c4ccco4)CC3)cc21
  0.4%	-2%	815	27%	-4%	-7	14%	-1.7%	11%	-1%
60	O=C(O)CC(NC(=O)Cc1ccc([N+](=O)[O-])cc1)c1ccc2c(c1)OCO2 (stereo unspecified)
  -5.0%	-4%	701	4%	-3%	-17	19%	-4.0%	-1%	-8%
61	Cc1n[nH]c(=O)nc1NCc1ccccc1
  -1.9%	6%	.	12%	5%	.	-4%	-1.1%	5%	-9%
62	Cc1ccc(-c2ccc(SCC(=O)Nc3nonc3C)nn2)cc1
  .	-6%	597	-2%	12%	3	-28%	-6.5%	13%	16%

An excerpt (hit frequency here may not be typical).
